Bioassay records deposited in PubChem BioAssay by Johns Hopkins Ion Channel Center.
Kir21 block = inhibitors of mouse Kir2.1 inward-rectifier potassium channel; Inward rectifier potassium channel 2 (Mus musculus), P35561; HEK293-Kir2.1, FluxOR thallium flux fluorescence; stronger effect = lower value; B-score at 10 µM; 0.85% of 310,000 active;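 active means fluorescence ratio B-score at or below minus 3 SD of library scores, with starting-brightness B-score within 2 SD, cut at about -4.2 in these data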;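 further: channel flux triggered by added potassium and thallium sulfate stimulus; B-score of peak minus minimum fluorescence over baseline after thallium stimulus; more negative B-score means stronger Kir2.1 block with less thallium influx; some compounds called inactive have numbers as strong as hits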
Target sequence (P35561 whole entry, looked up): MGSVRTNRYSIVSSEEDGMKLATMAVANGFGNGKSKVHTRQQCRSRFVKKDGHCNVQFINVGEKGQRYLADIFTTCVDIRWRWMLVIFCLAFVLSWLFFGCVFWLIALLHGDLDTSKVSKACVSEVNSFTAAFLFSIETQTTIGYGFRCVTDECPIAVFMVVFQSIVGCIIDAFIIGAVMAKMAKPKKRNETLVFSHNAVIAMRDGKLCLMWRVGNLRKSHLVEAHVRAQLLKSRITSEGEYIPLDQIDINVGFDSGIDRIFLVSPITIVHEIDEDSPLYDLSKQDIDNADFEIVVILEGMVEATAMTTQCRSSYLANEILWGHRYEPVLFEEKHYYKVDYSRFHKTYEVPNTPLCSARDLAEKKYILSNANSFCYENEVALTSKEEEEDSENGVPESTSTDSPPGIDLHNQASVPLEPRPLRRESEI
CHT inh = inhibitors of human choline transporter CHT. High affinity choline transporter 1 (Homo sapiens), Q9GZV3. CHT-expressing cells, membrane potential dye, choline response; stronger effect = lower value. B-score at 10 µM. 0.86% of 310,000 active. AID 488975, 2010;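 active means B-score over 3 SD under the library average, and starting fluorescence ratio not unusually high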;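 further: choline stimulus applied at its EC90 after an EC20 pre-addition; B-score computed on integrated fluorescence ratio after choline addition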
Target sequence (Q9GZV3 whole entry, looked up): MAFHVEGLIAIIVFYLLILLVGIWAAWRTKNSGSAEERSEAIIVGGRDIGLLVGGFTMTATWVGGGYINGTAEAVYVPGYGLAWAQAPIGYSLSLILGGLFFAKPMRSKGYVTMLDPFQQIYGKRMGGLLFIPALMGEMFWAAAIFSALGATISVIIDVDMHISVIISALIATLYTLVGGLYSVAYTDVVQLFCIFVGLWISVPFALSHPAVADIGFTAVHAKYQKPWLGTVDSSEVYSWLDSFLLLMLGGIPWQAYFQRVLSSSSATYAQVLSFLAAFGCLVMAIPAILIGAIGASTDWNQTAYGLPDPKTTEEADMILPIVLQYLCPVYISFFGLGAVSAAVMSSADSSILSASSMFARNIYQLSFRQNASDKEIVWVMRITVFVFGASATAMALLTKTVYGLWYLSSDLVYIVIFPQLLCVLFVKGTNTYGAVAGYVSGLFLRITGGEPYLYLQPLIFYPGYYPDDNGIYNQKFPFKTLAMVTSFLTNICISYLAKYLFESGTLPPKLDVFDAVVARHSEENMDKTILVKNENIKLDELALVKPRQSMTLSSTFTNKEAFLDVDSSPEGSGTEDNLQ
* = called active by the depositor; i = inactive; x = no result given.

Value order – Kir21 block | CHT inh
COc1ccc(-c2noc(CN3C(=O)c4ccccc4C3=O)n2)cc1
→ -2.66 | i
O=C(OCc1ccccc1)C1CCCN1C(=O)c1ccccc1[N+](=O)[O-] (stereo not given)
→ -0.28 | i
CC(=O)CCS(=O)(=O)c1ccc(NC(C)=O)cc1
→ 0.04 | i
O=C(c1c[nH]c2ccccc12)C(O)C(c1ccccc1)N1CCOCC1 (stereo not given)
→ -0.77 | i
Cc1ccc(S(=O)(=O)Nc2cc(Cl)c(O)c3ncccc23)cc1
→ -2.94 | i
CCc1ccc(S(=O)(=O)NCc2cn3ccsc3n2)s1
→ 0.55 | i
COc1ccc(C(=O)CSc2n[nH]c(-c3ccncc3)n2)cc1[N+](=O)[O-]
→ -1.26 | i
Cc1cc(C)c(NC(=O)C2CCN(C(=O)c3ccco3)CC2)c(C)c1
→ -0.09 | i
O=C(CSc1nn(-c2ccc(Cl)cc2)c(=S)s1)N1CCN(C(=O)c2ccco2)CC1
→ 1.26 | i
CCN(CC)S(=O)(=O)c1ccc(-n2cnnn2)c(C)c1
→ -0.01 | i
COC(=O)c1sccc1NC(=O)c1ccnn1C
→ 0.02 | i
CC(C)N(C(=O)COC(=O)c1ccc(O)cc1)C(C)C
→ -0.65 | i
O=C(O)c1ccc(CSc2nnc(Cc3ccccc3)o2)cc1
→ -0.21 | i
N#C/C(=C\c1ccccc1)c1n[nH]c(Cn2cncn2)n1
→ 1.1 | i
CCC1(C)Cc2ccccc2-c2[nH][nH]c(=O)c21 (stereo not given)
→ 0.42 | i
O=C(Nc1ccc(F)cc1)c1ccc(S(=O)(=O)N2CCCC2)cc1
→ -0.78 | i
Cc1ccc(S(=O)(=O)N2CC(O)CC2C(=O)O)cc1 (stereo not given)
→ 0.4 | i
CCN(c1cccc(C)c1)S(=O)(=O)c1ccc(-c2coc(C)n2)cc1
→ -1.34 | i
CC(=O)c1ccc(NC(=O)C(Cc2ccccc2)NC(=O)c2ccco2)cc1 (stereo not given)
→ 0.04 | i
Cc1ccc(S(=O)(=O)NC2=NCCCCC2)cc1
→ -0.07 | i
CSc1nc2cc(F)c(F)cc2n1C
→ -0.21 | i
CC(=O)c1ccc(N2CCN(CC(=O)Nc3ccc4c(c3)OCCO4)CC2)cc1
→ -0.22 | i
O=C(NCCC1=CCCCC1)c1cc(S(=O)(=O)N2CCCCC2)ccc1Cl
→ 0.13 | i
O=C(CSc1ccc(Cl)cc1)Nc1cc(-c2nc3ncccc3o2)ccc1Cl
→ -0.89 | i
CC1(c2ccccc2Cl)NC(=O)N(CC(=O)NCc2ccc3c(c2)OCO3)C1=O (stereo not given)
→ -0.6 | i
CC(=O)/C(C#N)=C1\NC(=O)C(Cc2ccccc2C)S1 (stereo not given)
→ 0.03 | i
CCN(CC)C(=O)CSc1nc2ccc(NC(=O)CSc3nccn3C)cc2s1
→ 2.65 | -9.63*
Cn1c(-c2ccc3c(c2)OCO3)cnc1NCc1cccc(O)c1
→ 0.33 | i
Cc1ccccc1C(=O)NC1CC(C)(C)NC(C)(C)C1
→ 0.84 | i
CCCn1nnnc1NCc1ccc(F)cc1
→ 0.12 | i
CN(C(=O)Cc1c(C(=O)O)n(C)c2ccccc12)c1cccc(C(F)(F)F)c1
→ 1.54 | i
CC(=O)c1cccc(NC(=O)NCCS(C)=O)c1 (stereo not given)
→ 1.13 | i
COC(=O)c1ccc(Nc2cc(C)nc(-c3ccccc3O)n2)cc1
→ -1.51 | i
Cc1cccc(C(=O)O/N=C2/CC3CCC2(C)C3(C)C)c1 (stereo not given)
→ -0.31 | i
O=C(O/N=C(\c1ccccc1)c1ccccn1)c1cccc2ccccc12
→ 0.17 | i
Cc1cccc(N2C(=O)c3ccc(C(=O)Nc4c[nH]c(=O)[nH]c4=O)cc3C2=O)c1
→ -1.33 | i
Cc1cc(Br)ccc1NC(=S)N1CCOCC1
→ 0 | i
Clc1cc(Br)ccc1NCc1cccnc1
→ -0.5 | i
Cc1ccc(S(=O)(=O)N(C)C)cc1NC(=O)C(C)NC(C)c1cccs1 (stereo not given)
→ -0.18 | i
Cc1nc(SCC(=O)Nc2cccc(C(=O)O)c2)n[nH]1
→ 0.32 | i

Quoted at random: 6 compounds from above
Value order – Kir21 block | CHT inh
O=C(CSc1nn(-c2ccc(Cl)cc2)c(=S)s1)N1CCN(C(=O)c2ccco2)CC1
→ 1.26 | i
CC(C)N(C(=O)COC(=O)c1ccc(O)cc1)C(C)C
→ -0.65 | i
CCCn1nnnc1NCc1ccc(F)cc1
→ 0.12 | i
CC(=O)c1ccc(N2CCN(CC(=O)Nc3ccc4c(c3)OCCO4)CC2)cc1
→ -0.22 | i
CC(=O)c1cccc(NC(=O)NCCS(C)=O)c1 (stereo not given)
→ 1.13 | i
COC(=O)c1ccc(Nc2cc(C)nc(-c3ccccc3O)n2)cc1
→ -1.51 | i

New compounds follow:
Value order – Kir21 block | CHT inh
O=C(c1ccco1)N1CCCN(Cc2nc(-c3cccs3)no2)CC1
→ 0.45 | i
CSc1nsc(SCC(=O)Nc2ccccc2)n1
→ -0.59 | i
CCn1c(C)nnc1SCC(=O)Nc1cccc(C(F)(F)F)c1
→ 0.28 | i
Cc1ccc(NC(=O)c2cc(S(=O)(=O)Nc3ccc(C)cc3)cs2)cc1
→ -2.08 | i
C#CCOCCOCCOCCNc1nc(N2CCOCC2)nc(N2CCN(C(=O)CCCCCCCCCCNC(=O)[C@H]([C@@H](C)CC)n3cc(CCCCN=C(N)N)nn3)CC2)n1
→ x | i
Cc1ccc(NC(=O)c2ccc(OCC3CCCO3)cc2)cc1 (stereo not given)
→ 0.27 | i
CCOc1ccccc1N(C)C(=O)c1cn(CC)c(=O)c2cc(OC)c(OC)cc12
→ 0.23 | x
C=C1c2cc(C)ccc2NC(=O)N1c1ccccc1
→ -0.87 | i
O=C(/C=C/c1ccc(Cl)c(Cl)c1)NCCCn1ccnc1
→ 1.06 | i
COC(=O)c1ccccc1NC(=O)CSc1n[nH]c(CC(C)C)n1
→ -2.83 | i

The listing continues:
| canonical_smiles | Kir21 block | CHT inh |
| --- | --- | --- |
| CCOc1ccc(CCNC(=O)CN2C(=O)NC3(CCCCC3)C2=O)cc1OCC | 0.74 | i |
| Cc1cnc(C)c(N2CCC(C(=O)NCc3ccco3)CC2)n1 | -1.46 | i |
| O=C1c2ccccc2CC1(Cc1ccccc1)Cc1ccccc1 | 0.11 | i |
| O=C(COc1ccc(/C=N/NS(=O)(=O)c2ccccc2)cc1)Nc1cccc(Cl)c1 | 0.14 | i |
| CCC1Nc2ncnc(N3CCN(c4ccccn4)CC3)c2N(Cc2ccc(Cl)cc2)C1=O (stereo not given) | 1.43 | i |
| NC(=O)c1ccc[n+](CC(=O)c2ccc(Br)cc2)c1 | 0.45 | i |
| CC(C)=CCN1CCN(Cc2coc3ccc(C)cc3c2=O)CC1CCO (stereo not given) | 0.69 | i |
| CCN(CC)C(=O)C(=O)Nc1cccc(Br)c1 | 1.82 | i |

Shown with values ahead of the structure: entries from further up
Kir21 block	CHT inh	SMILES
1.26	i	O=C(CSc1nn(-c2ccc(Cl)cc2)c(=S)s1)N1CCN(C(=O)c2ccco2)CC1
0.12	i	CCCn1nnnc1NCc1ccc(F)cc1

Remaining list, next part:
| canonical_smiles | Kir21 block | CHT inh |
| --- | --- | --- |
| Cc1ccc(CN2CCN(Cc3c(C)nn(-c4ccc(F)cc4)c3C)CC2CCO)o1 (stereo not given) | 0.03 | i |
| Cc1ccc(S(=O)(=O)NCCC(=O)Nc2nccs2)cc1 | -0.04 | i |
| CC1(C)Cc2c(sc3c2C(=O)N(c2ccccc2)C2=NCCN23)CS1 | -0.34 | i |
| NC(=S)N/N=C/c1ncc(C(F)(F)F)cc1Cl | 0.17 | i |
| Cc1noc(NS(=O)(=O)c2ccc(N/C=C\C(=O)c3cccc4ccccc34)cc2)c1C | 1.29 | i |
| COc1ccccc1Oc1ccc(NC(=O)Cc2ccccc2)cc1 | 0.08 | i |
| COC(=O)c1c(NC(=O)CN2CCN(c3ccccc3OC)CC2)c2cc(C)ccc2n1C | 1.03 | i |
| Cc1ccc(NC(=S)NC(=O)C2CCCC2)cc1C | 0 | i |
| O=c1[nH]c(-c2ccccn2)cc2ccccc12 | -0.11 | i |
| Cc1ccc(/C(O)=C2\C(=O)C(=O)N(Cc3cccnc3)C2c2ccccc2[N+](=O)[O-])cc1 (stereo not given) | 3.55 | i |
| CC(Oc1ccc2c3c(c(=O)oc2c1)CCC3)C(=O)NCC1CCC(C(=O)O)CC1 (stereo not given) | 0.34 | i |
| CC(=O)N1CCc2cc(S(=O)(=O)Nc3cccc(C(F)(F)F)c3)ccc21 | 1.78 | i |
| COc1ccc(S(=O)(=O)N2CCOCC2)cc1C(=O)N1CCCCC1 | -0.04 | i |
| Cc1cc(S(=O)(=O)NC2CC(C)(C)NC(C)(C)C2)c(Cl)cc1Cl | -1.16 | i |
| O=C(CCCN1C(=O)c2cccc3cccc(c23)C1=O)N1CCN(c2ccccc2)CC1 | 0.04 | i |
| CCOC(=O)CSc1nc2ccc(NC(=O)CSc3nnnn3Cc3ccccc3)cc2s1 | 0.41 | i |
| COc1cc(/C=N/Nc2ccc(C(F)(F)F)cn2)cc(OC)c1O | 0.02 | x |
| Cc1cccc(NC(=S)NNC(=O)CCn2nc(C)c([N+](=O)[O-])c2C)c1 | -2.5 | i |
| CCOC(=O)c1cccc(Nc2ncnc3ccccc23)c1 | -2.06 | -8.18* |
| Cc1ccccc1NC(=O)C1Cc2ccccc2CN1C(=O)c1ccco1 (stereo not given) | -0.16 | i |
| CCOc1ccccc1-n1c(SCC(=O)N2CCCc3ccccc32)nnc1-c1cccnc1 | -0.99 | i |
| Cc1c(Cl)cccc1NC(=O)Cn1c(CCC(=O)O)ccc1-c1ccc(Cl)cc1 | -1.46 | i |
| COc1ccc2nc(NC3=NC(C(=O)Nc4ccc(C)cc4)CC(=O)N3)nc(C)c2c1 (stereo not given) | 3.51 | i |
| CN(C(=O)Nc1cnccc1C(F)(F)F)C1CCCCC1 | -0.05 | i |
| Cc1ccc(Cl)cc1NC(=O)COC(=O)c1ccccc1O | -0.28 | i |
| COc1ccc(C(C(=O)NCC2CCCO2)N(C(=O)c2snc(C(N)=O)c2N)c2ccccc2)cc1OC (stereo not given) | -0.06 | x |
| Cc1ccc(S(=O)(=O)N(C)c2ccc(OCC(=O)Nc3nc(-c4ccccc4)cs3)cc2)cc1 | 0.16 | i |
| Cc1ccc(/C(N)=N/OC(=O)CCC2CCCC2)cc1 | 0.23 | i |
| CCOC(=O)CC(/C(C)=N\O)c1ccccc1 (stereo not given) | -1.32 | i |
| O=C(CN1CCOCC1)Nc1nc(-c2ccc3c(c2)CCN3S(=O)(=O)c2ccccc2)cs1 | 1.63 | i |
| O=C(N/N=C/CCc1ccccc1)c1ccc(CN2c3cccc4cccc(c34)S2(=O)=O)cc1 | -0.74 | i |
| COc1cccc(C2=NOC(C(=O)Nc3cccnc3)C2)c1 (stereo not given) | 0.37 | i |
| CCOc1ccccc1C(=O)NCCNC(=O)c1ccccc1OCC | -1.35 | i |
| Cc1cc2nc(CCl)cc(=O)n2[nH]1 | -0.4 | i |
| Cc1cc(C(=O)NCCCn2ccnc2)sc1-c1ccccc1 | -1.82 | i |
| O=C(OCCN1CCN(c2ncc(C(F)(F)F)cc2Cl)CC1)c1ccc(Cl)cc1 | -1.51 | i |
| CCn1c(=O)c2ccccc2n2c(SCC(=O)NCc3cccs3)nnc12 | -0.01 | i |
| OCCC1CN(C2CCN(c3ccccc3)CC2)CCN1Cc1ccc(F)c(F)c1 (stereo not given) | -0.9 | i |
| N#Cc1ccc(Cn2c(=O)c(C#N)c3n(c2=O)CCC3)cc1 | 0.71 | i |
| O=C(O)C1CCCN(S(=O)(=O)c2ccccc2)C1 (stereo not given) | -1.11 | i |
| CSc1nc(Cc2ccccc2)nc2ccccc12 | -1.9 | i |
| O=C(c1ccc(NS(=O)(=O)c2ccc(F)cc2)cc1)N1CCOCC1 | 0 | i |
| COc1ccc(CNc2nc3nc(C)c(Cl)c(C)n3n2)cc1OC | -0.67 | i |
| Cc1c(NC(=O)CSc2nnnn2-c2ccc(C(=O)O)cc2)c(=O)n(-c2ccccc2)n1C | -1.06 | i |
| COc1ccc2cc(C#N)c(N3CCN(C(=O)c4ccccc4C)CC3)nc2c1 | -1.16 | i |
| COc1ccc(-n2c(=O)[nH]c3cc(C(=O)NCCc4ccc(OC)c(OC)c4)ccc3c2=O)c(OC)c1 | 0.41 | i |
| COC(=O)Cc1ccc(NC(=S)NCCSc2ccc(C)cc2)cc1 | 0.82 | i |
| COc1ccc(NC(=O)CN(C)C(=O)CSCC(=O)Nc2ccc(C)cc2)cc1 | -1.14 | i |
| Cc1c(NC(=O)c2cc(-c3ccc4c(c3)OCO4)on2)c(=O)n(-c2ccccc2)n1C | 2.67 | i |
| O=C(CSc1nc2cc(Cl)ccc2o1)Nc1ccc(N2CCOCC2)cc1 | -1.71 | i |
| Cc1ccc(S(=O)(=O)N(C)C)cc1NC(=O)C(C)OC(=O)C1CCCC1 (stereo not given) | 1.47 | i |
| O=C(C=C1CCN(c2ncc(C(F)(F)F)cc2Cl)CC1)NNC(=O)Nc1ccccc1 | 0.9 | i |
| Cc1nc2ccccc2c(=O)n1NC(=O)c1ccco1 | x | i |
| COc1ccc(CNS(=O)(=O)c2ccc(-c3ccc(=O)[nH]n3)o2)cc1 | -1.33 | i |
| Cc1onc(-c2ccccc2Cl)c1C(=O)NC(=S)Nc1ccc(C(C)(C)C)cc1 | -0.28 | i |
| CC(C)(C)c1cc(NCc2ccccn2)n2ncc(-c3ccc(Cl)cc3)c2n1 | 0.78 | i |
| Cc1cccc(NC(=O)COC(=O)C2C3CC4OC(=O)C2C4C3)c1C (stereo not given) | -0.32 | i |
